# Screening results: PubChem, several laboratories
# PolyA inhibitor: yeast polyadenylation inhibition; AID 1875; calls only at 12 µM; 300,000 compounds, 0.02% hits; S. cerevisiae SKY197-pL101 polyadenylation reporter, beta-gal luminescence; efflux-impaired pdr1/pdr3 knockout yeast; score 100 = 6 SD above DMSO;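 active means lowest replicate activity score at least 50, where 100 means six control SD above control mean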;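 further: yeast exposed to compound for 9 h at 30 °C; higher score means more reporter readthrough which indicates perturbed polyadenylation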
# HSF1 inh: HSF1 inhibition; activity change, negative = inhibition, % at 7.5 µM (by protocol); NIH3T3-HGL HSE-luciferase, MG132-induced, luminescence 8 h; hits give low values; 300,000 compounds, 0.77% hits; AID 2098;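 active means more than half of replicate wells show activity change below -50%, luminescence cut by over half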;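 further: luciferase reports HSF-1 transcriptional activity via heat shock element; 0% = median of DMSO wells and -100% = zero luminescence signal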
# GSK3beta inhib: human GSK3beta kinase inhibition; 300,000 compounds, 0.038% hits; activity score (negative = inhibition), % at 10 µM; GST-GSK3beta kinase, ADP-Glo luminescence, 60 min; hits give low values; AID 2097;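 active means more than half of replicate wells score below -50%, meaning over 50% inhibition versus plate controls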;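 further: 0% = median DMSO wells and -100% = median GW8510 positive control wells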
# Target sequence (P49841 whole entry, looked up): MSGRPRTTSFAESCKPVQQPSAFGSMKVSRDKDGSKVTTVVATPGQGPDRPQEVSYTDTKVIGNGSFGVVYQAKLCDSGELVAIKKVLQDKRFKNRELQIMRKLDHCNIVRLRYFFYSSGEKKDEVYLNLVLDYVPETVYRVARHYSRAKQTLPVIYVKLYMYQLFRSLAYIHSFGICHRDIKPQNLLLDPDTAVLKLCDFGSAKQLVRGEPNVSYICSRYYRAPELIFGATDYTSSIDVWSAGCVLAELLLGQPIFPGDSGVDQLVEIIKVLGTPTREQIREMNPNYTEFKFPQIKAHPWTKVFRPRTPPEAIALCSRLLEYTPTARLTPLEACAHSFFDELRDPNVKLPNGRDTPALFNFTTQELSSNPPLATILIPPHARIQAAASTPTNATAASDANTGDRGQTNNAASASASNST
#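 test system = GST-tagged human GSK3beta kinase, cell-free | reagent = 25 µM ATP with peptide substrate | dosing = one dose of 10 µM per compound | schedule = 60 min reaction, RT | detection = luminescent ADP-Glo measurement of ADP formed | control set = DMSO neutral wells and GW8510 at 20 µM as positive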
# aSyn UTR inh: 5' untranslated region of α-synuclein, MLPCN primary screen; alpha-synuclein 5'UTR reporter, inhibitor activity; inhibition, % (tested at 7.5 µM); 300,000 compounds, 0.82% hits; in the data active means inhibition above about 60%;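 further: H4 neuroglioblastoma cells stably carrying SNCA 5'UTR luciferase fusion; 0% = DMSO wells and 100% = positive control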
# AI-2 QS modul: Vibrio harveyi AI-2 quorum sensing modulation; activity change, % at 7.5 µM; Vibrio harveyi JMH597 AI-2 luminescence/OD600 ratio, 9 h; hits give low values; strain lacks LuxN and CqsS sensors; 0 = neutral-control median; 300,000 compounds, 0.4% hits; AID 2094; in the data active means activity change below about -75%, passing the limit was not always enough;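 further: luminescence divided by OD600 gain over 9 h not by final OD600 alone; inactives centre near 13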
# GSK3A inh: blocks human GSK-3 alpha kinase; ADP-Glo luminescence, 60 min; 320,000 compounds, 0.1% hits; P49840; inhibition, % at 10 µM;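 in the data active means inhibition above about 50%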;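 further: GST-tagged GSK-3 alpha with peptide substrate and 25 µM ATP; 0% = DMSO neutral wells and 100% = GW8510 positive control wells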
# Target sequence (P49840 whole entry, looked up): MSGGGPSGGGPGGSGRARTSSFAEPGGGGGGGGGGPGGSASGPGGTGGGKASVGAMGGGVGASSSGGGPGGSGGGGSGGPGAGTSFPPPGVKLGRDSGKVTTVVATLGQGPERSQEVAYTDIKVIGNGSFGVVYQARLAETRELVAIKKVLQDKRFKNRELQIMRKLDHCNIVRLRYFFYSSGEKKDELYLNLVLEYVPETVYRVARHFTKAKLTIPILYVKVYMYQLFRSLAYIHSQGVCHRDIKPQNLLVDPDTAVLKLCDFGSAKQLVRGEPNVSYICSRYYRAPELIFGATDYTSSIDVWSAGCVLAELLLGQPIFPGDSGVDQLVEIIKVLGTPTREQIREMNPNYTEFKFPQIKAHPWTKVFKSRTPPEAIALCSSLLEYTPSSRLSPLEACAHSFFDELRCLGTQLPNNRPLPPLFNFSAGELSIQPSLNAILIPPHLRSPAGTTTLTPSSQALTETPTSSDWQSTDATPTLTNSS
# HSP90 refold inh: inhibitors of HSP90 luciferase refolding in rabbit reticulocyte lysate. luciferase refolding luminescence, 3 h. inhibition, % at 5.6 µM. 290,000 compounds, 0.91% hits;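 active means inhibition above the screen-wide mean plus 3 SD, computed separately per campaign, cut at about 16% in these data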;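 further: 0% = DMSO wells and 100% = 60 µM geldanamycin wells; inhibitors lower the luminescence because luciferase stays unfolded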
# IEC-6 tox: counter-screen for KLF5 inhibitors: cytotoxicity in IEC-6 cells | IEC-6 cytotoxicity, luminescence viability | inhibition, % at 5 µM | 290,000 compounds, 0.78% hits | AID 1825; in the data active means inhibition above about 22%;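 further: 0% = plate median of test compound wells and 100% = cytotoxic reference compound wells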
# KLF5 inhibitor: inhibitors of KLF5 expression; AID 1700; 290,000 compounds, 0.23% hits; inhibition, % at 5 µM; DLD-1 KLF5 promoter-luciferase reporter, luminescence;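 active means inhibition above a per-plate limit of that plate's mean compound inhibition plus 3 SD, cut at about 60% in these data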;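 further: 0% = DMSO wells and 100% = LY294002 at 200 µM; higher means less KLF5 promoter-driven luciferase light; inactives centre near -14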
# HSF1 activator: increases HSF-1 driven luciferase reporter signal. activation, % at 9 µM. NIH3T3-HGL HSF-1 luciferase reporter, MG132, 8 h; 100% = twice DMSO control signal. 300,000 compounds, 1.7% hits;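 active means mean replicate activation of at least 50% with a set share of replicates each reaching 50%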;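 further: 0% = median of the neutral control wells and 100% = twice that signal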
# Numbers without * were called inactive; i = inactive; · = no result given. Not all compounds are listed; count on the stated rates, not on these rows.
SMILES,PolyA inhibitor,HSF1 inh,GSK3beta inhib,aSyn UTR inh,AI-2 QS modul,GSK3A inh,HSP90 refold inh,IEC-6 tox,KLF5 inhibitor,HSF1 activator
O=C(CSc1nnc2ccc(-c3ccc(F)cc3)nn12)N1CCCC1,i,3,0,31,17,-2,-2,-5,-3,-5
C#CCOCCOCCOCCNc1nc(N2CCN(C(=O)[C@H]([C@@H](C)CC)n3cc([C@@H](N)Cc4ccc(O)cc4)nn3)CC2)nc(N2CCN(C(=O)[C@H](Cc3ccc(O)cc3)n3cc([C@@H](N)CC(C)C)nn3)CC2)n1,i,-4,1,7,18,-5,3,-13,-14,-14
Clc1cccc(CN2CCN(c3nc4nonc4nc3NC3CC3)CC2)c1,i,19,-2,21,19,0,0,7,-22,27
O=C(NNC(=S)NCc1ccccc1)c1ccc(Br)o1,i,5,7,6,17,-7,0,-2,-24,8
COc1ccc(C2CCCN2C(=S)Nc2cccc(C)c2)cc1OC (stereo unspecified),i,9,0,23,-5,-1,-4,3,-9,6
CC(=O)N1CCSc2ccc(S(=O)(=O)NCc3ccccc3)cc21,i,9,-9,14,21,0,0,10,-9,44
O=C(C(c1ccccc1)c1ccccc1)N1CCC(c2nc(-c3ccccc3Cl)no2)CC1,i,-1,2,-23,8,-4,2,-3,-14,16
COc1ccc(N(CC(=O)Nc2ccc3c(c2)OCO3)S(=O)(=O)c2ccc(F)cc2)cc1,i,-2,1,21,0,1,-2,0,-25,-10
COc1ccc(C2C(C(=O)OCC(=O)NC(C)(C)C)CCC(=O)N2c2ccc(C)cc2)cc1OC (stereo unspecified),i,-3,0,0,-1,4,-1,2,-20,3
CN(CCC#N)S(=O)(=O)c1ccc2c(c1)c(=O)n(C)c(=O)n2C,i,-2,0,2,34,2,2,-3,-31,15
CCOC(=O)c1ccc(-c2ccc(C3Nc4ccccc4C(=O)N3O)o2)cc1 (stereo unspecified),i,5,1,34,-7,-1,8,0,-66,23
O=C(CSc1nnnn1-c1cccnc1)Nc1ccc(OCc2ccccc2)cc1,i,5,-3,1,8,-2,2,3,-19,28
O=S(=O)(c1ccccc1)n1ccc2ccccc21,i,6,3,46,4,-5,8,-2,-27,-1
Cc1cc(C(C)(C)C)cc(C)c1S(=O)(=O)N1CC(=O)Nc2ccccc21,i,7,-1,5,2,0,0,1,-13,15
CCOc1ccc2oc(C(=O)O)c(C)c2c1,i,11,0,-8,55,-2,1,0,-11,-2
CCCCOC(=O)c1cc(Cl)c(O)c(OC)c1,i,-2,3,18,18,-1,2,3,-14,-3
O=C(CC1CCCCC1)Nc1ncn[nH]1,i,-5,-2,-18,8,·,-10,-2,-25,-1
COc1ccccc1OC(C)C(=O)Nc1nc(-c2ccc(S(=O)(=O)N3CCOCC3)cc2)cs1 (stereo unspecified),i,-17,2,31,23,3,5,0,-26,-12
Cc1cc(-n2c(C)cc(C(=O)CN3C(=O)NC4(CCCCC4C)C3=O)c2C)no1 (stereo unspecified),i,-3,-1,-6,-3,-2,-2,-3,-35,2
COc1ccccc1NS(=O)(=O)c1cccc(C(=O)OCC(=O)NC2CC2)c1,i,1,-3,8,-2,1,·,·,·,1
CCNc1nc(C)c2cc(Br)c(=O)n(CC)c2n1,i,-12,-18,76*,19,-3,2,15,13,7
Cc1cc(C)nc(N2CCCC(C(=O)NNC(=O)c3ccncc3)C2)n1 (stereo unspecified),i,-8,-5,-2,13,-1,2,-2,-22,10
O=C(NCc1cccs1)c1csc2c1CCCCC2,i,4,0,11,2,2,1,4,-40,14
O=C(Nc1ccc2nc3n(c(=O)c2c1)CCCCC3)C(=O)N1CCN(c2ccccc2)CC1,i,4,1,10,35,4,-3,8,-5,5
COC(=O)c1c(N)sc(C(=O)NCCc2ccccc2)c1C,i,-36,-1,105*,-3,0,87*,2,93*,-40
CC1C(=O)C(C)C(c2cccs2)NC1c1cccs1 (stereo unspecified),i,-9,-1,12,39,0,-1,-1,-24,17
Cc1csc(SCCn2c(N3CCCC3)nc3c2c(=O)[nH]c(=O)n3C)n1,i,-10,0,-7,9,0,-4,4,-6,-1
NNC(=O)c1ccc(-c2cccc([N+](=O)[O-])c2)o1,i,-5,2,-41,4,0,-3,-1,-16,-8
CC(=O)Nc1ccccc1NC(=O)C/C(C)=N/NC(=O)C1CCCCC1,i,-3,-5,9,0,0,-2,2,-30,0
COc1ccc(C(=O)N/N=C(\C)CC(=O)N2CCN(C=O)CC2)cc1,i,-1,-3,-16,14,-1,-1,-2,-32,-1
CC(C)Oc1ccc(-c2nc(NCC3CCCO3)c3ccccc3n2)cc1 (stereo unspecified),i,11,-3,-20,-25,-1,1,8,-19,13
CC(C)(C)OC(=O)N/N=C/c1cc(N=Nc2ccccc2)ccc1O,i,2,1,-56,23,-3,-1,1,1,0
COc1ccc(N2CCN(C(=O)CSc3ccc(C)cc3)CC2)cc1,i,-4,2,6,25,-1,-2,-6,-23,7
CSc1ncc(OCc2ccccc2)c(=O)[nH]1,i,·,2,·,31,-4,1,4,-5,·
S=c1[nH]nc(CCc2ccc(Cl)cc2)o1,i,-2,0,18,27,-6,-2,-8,4,17
C/C(Cc1ccccc1)=N\NC(=O)CNC(=O)c1ccccc1,i,-9,1,-9,0,·,7,0,-4,0
C=CCc1c(C)nc2ccc(C(=O)OCC)cc2c1Cl,i,6,-4,5,11,2,4,8,-5,8
CCN(C(=O)CSc1nnc(-c2ccccc2Br)o1)C1CCS(=O)(=O)C1 (stereo unspecified),i,-3,2,3,8,-3,-2,-4,-27,-10
C=CCNC(=S)NNC(=O)c1cccnc1,i,-4,3,-12,12,-1,-3,-4,-4,6
O=C(Nc1ccc(S(=O)(=O)NC2=NCCCCC2)cc1)C1COc2ccccc2O1 (stereo unspecified),i,-31,6,-4,6,0,2,2,-4,-43
COc1ccc(-c2csc(NC(=S)NC(=O)/C=C/c3ccccc3)n2)cc1Br,i,6,0,-8,1,0,0,-1,-12,9
O=C(C1=C[C@@H](c2ccc(C(F)(F)F)cc2)C[C@@H](OCCCCO)O1)N1CCCCCCC1,i,6,0,16,12,-2,·,·,·,9
CCC(=O)Nc1cccc(NC(=O)CSc2nnc(-c3ccc(NS(C)(=O)=O)cc3)n2CC)c1,i,-5,-3,8,23,-1,3,-1,2,2
O=C1c2ccccc2C(O)N1c1ccc(Cl)cc1 (stereo unspecified),i,9,3,-67,16,-1,0,9,-18,9
COc1ccc(CCN(C(=O)c2cccc(F)c2)C2CC(=O)N(c3ccc(OC)cc3)C2=O)cc1 (stereo unspecified),i,3,2,7,22,-2,-2,-1,-47,5
CN(Cc1cn[nH]c1-c1cc2ccccc2o1)CC1CCOCC1,i,12,2,-5,0,-1,-2,0,-28,1
CCn1c(CSCc2ccccc2)n[nH]c1=S,i,1,0,-1,-8,1,1,1,-11,28
Cc1ccc(S(=O)(=O)CC(=O)NC2CC2)cc1,i,-4,0,2,24,-1,2,3,-41,-1
COc1cc(/C=C(/C#N)C(=O)Nc2ccccc2)ccc1OCc1ccc(C(=O)O)cc1,·,9,2,-15,26,2,2,3,-62,36
Cc1cc(N2CC(C(=O)Nc3nccs3)CC2=O)ccc1C(C)C (stereo unspecified),i,0,-10,4,5,-1,-4,-1,-22,-18
COC(=O)c1c(NC(=O)c2ccco2)sc(C(=O)Nc2ccc(F)cc2)c1C,i,-4,0,-6,19,-1,1,-5,-29,12
COc1ccc(S(=O)(=O)NCc2cccnc2)cc1,i,0,1,9,-10,-1,-7,4,-66,-1
COc1ccc(CC(NC(C)=O)C(=O)NC2CCN(c3nc(C)cc(C)c3C#N)CC2)cc1OC (stereo unspecified),i,0,-3,6,8,-1,-5,-2,6,-7
COCC(=O)NCc1nc2ccccc2n1Cc1ccccc1F,i,-5,0,-10,13,-1,5,5,0,5
CCc1cc(=O)[nH]c(SCC(=O)N2CCC(Cc3ccccc3)CC2)n1,i,0,1,11,2,-1,·,·,·,5
COc1ccc(OC)c(S(=O)(=O)NC2CCCCNC2=O)c1 (stereo unspecified),i,-7,-3,-24,26,0,3,4,-14,-5
CCn1cc(S(=O)(=O)NCCc2ccccc2OC)cn1,i,-7,1,11,-4,-4,6,3,-5,-5
O=C(NCC1CCCCC1)C1CCN(C(=O)NC2CCCCC2)CC1,i,-3,-2,13,34,4,1,7,-10,4
CCOc1cc(C(=O)NCCOC)cc(OCC)c1OCC,i,-8,-3,19,-1,-1,-2,4,-6,-3
Cc1ccc(C(=O)CSc2ccc(-c3ccccc3)nn2)cc1,i,-5,-3,8,7,-2,7,-4,-26,-1

# (cont.)
SMILES,PolyA inhibitor,HSF1 inh,GSK3beta inhib,aSyn UTR inh,AI-2 QS modul,GSK3A inh,HSP90 refold inh,IEC-6 tox,KLF5 inhibitor,HSF1 activator
CC1CCCN(CCCNC(=O)c2nn(C)c3c2CSc2ccccc2-3)C1 (stereo unspecified),i,0,-2,26,21,4,1,1,-30,12
Cc1ccc2c(CN3C(=O)NC(C)(c4ccc5c(c4)OCO5)C3=O)cc(=O)oc2c1 (stereo unspecified),i,17,2,8,14,-4,1,7,-2,34
COc1ccc(NC(=O)Nc2ccc(CC(=O)O)cc2)cc1,i,-10,-3,8,12,-1,0,4,14,-15
Cc1ccc(S(=O)(=O)N2CCC(C(=O)NCCC3=CCCCC3)CC2)c(C)c1,i,-2,4,19,8,-1,·,·,·,19
Cc1ccc(OCCn2cnc3ccccc3c2=O)c([N+](=O)[O-])c1,i,26,11,-157,1,-2,-3,4,-78,58*
Cn1cc(CN2CCCC(C(=O)c3ccc(-c4ccccc4)c(F)c3)C2)cn1 (stereo unspecified),i,1,-2,-6,6,1,0,-2,-23,7
CC(=O)N1CC2(c3ccccc3)CN(C(C)=O)CC(c3ccccc3)(C1)C2=O,i,-4,3,15,16,-3,-1,6,-1,-5
O=C(c1ccc2c(c1)OCO2)C1CCCN(C2CCN(CCc3ccccc3)CC2)C1 (stereo unspecified),i,-9,1,-16,9,-1,4,-3,-11,0
O=C(CN1C(=O)c2ccccc2S1(=O)=O)Nc1ccc(S(=O)(=O)N2CCCCC2)cc1,i,3,0,-3,-85*,-3,1,1,-10,9
CC(=O)C1=C(O)C(=O)N(c2ccc(O)cc2)C1c1cccc([N+](=O)[O-])c1 (stereo unspecified),·,-3,-1,2,22,-1,-2,2,13,-22

# An excerpt of these results, as tab-separated lines:
Structure	PolyA inhibitor	HSF1 inh	GSK3beta inhib	aSyn UTR inh	AI-2 QS modul	GSK3A inh	HSP90 refold inh	IEC-6 tox	KLF5 inhibitor	HSF1 activator
O=C(c1ccc2c(c1)OCO2)C1CCCN(C2CCN(CCc3ccccc3)CC2)C1 (stereo unspecified)	i	-9	1	-16	9	-1	4	-3	-11	0
O=C(CN1C(=O)c2ccccc2S1(=O)=O)Nc1ccc(S(=O)(=O)N2CCCCC2)cc1	i	3	0	-3	-85*	-3	1	1	-10	9
S=c1[nH]nc(CCc2ccc(Cl)cc2)o1	i	-2	0	18	27	-6	-2	-8	4	17
